# APJ antagonist: APJ receptor antagonism; inhibition, % at 20 µM; P35414; CHO-K1 APJ beta-arrestin complementation, luminescence; 0.32% of 330,000 active;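 active means inhibition above about 40% at 20 µM, limit read from the data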;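 further: cells challenged with 10 nM apelin-13 agonist together with compound; plate controls were apelin-13 plus DMSO wells for no effect and DMSO wells lacking apelin-13 for full effect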
# Target sequence (P35414 whole entry, looked up): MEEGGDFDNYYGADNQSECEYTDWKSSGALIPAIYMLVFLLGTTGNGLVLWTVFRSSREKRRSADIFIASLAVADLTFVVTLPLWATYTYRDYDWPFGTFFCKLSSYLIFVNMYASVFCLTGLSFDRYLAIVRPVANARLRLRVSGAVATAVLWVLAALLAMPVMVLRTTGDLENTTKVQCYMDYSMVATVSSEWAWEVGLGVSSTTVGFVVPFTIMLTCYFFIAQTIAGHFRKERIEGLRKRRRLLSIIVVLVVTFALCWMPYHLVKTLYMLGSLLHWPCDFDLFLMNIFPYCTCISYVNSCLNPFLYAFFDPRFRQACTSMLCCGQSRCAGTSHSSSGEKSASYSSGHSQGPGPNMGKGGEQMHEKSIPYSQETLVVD
# CCR6 antag: CCR6 (human) receptor antagonism; 0.49% of 340,000 active; inhibition, % at 20 µM; P51684; CHO-K1 CCR6 PathHunter beta-arrestin, luminescence, CCL20-stimulated;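 active means compounds whose inhibition of the agonist-driven luminescence signal at 20 µM reaches about 50%, limit read from the data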;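 further: cells stimulated with CCL20 at 14 nM final; plate controls were DMSO with CCL20 for no effect and DMSO without agonist for full effect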
# UPR CHOP act: activators of apoptotic arm of unfolded protein response (CHOP); 0.34% of 330,000 active; activation, % at 10 µM; CHO-CHOP luciferase reporter, UPR activation, luminescence; percent of tunicamycin response over DMSO baseline; AID 449763;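 active means at 10 µM dose, activation of 40% or more, normalized to positive control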;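 further: 100% = tunicamycin at 10 µg/mL and 0% = DMSO alone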
#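 assay system = CHO CHOP reporter cells | amount = 500 CHO-CHOP cells per well | buffer or medium = F12 with 10% FBS | incubation = 16-18 h cell attachment, then 6 h compound exposure, 37 °C | detection = luminescence read with Steady-Glo | read-out = percent activation relative to tunicamycin control | controls = tunicamycin high control, DMSO low control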
# Mdm2-MdmX inh: inhibitors of human Mdm2/MdmX interaction | O15151+Q00987 | SaOS-2 split-luciferase Mdm2/MdmX complementation, luminescence | inhibition, % at 8 µM | 3% of 330,000 active | AID 485346;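 active means inhibition of at least 50% at 8 µM in the primary screen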
# UPR XBP1 act: adaptive UPR (XBP1) activation; CHO-XBP1 luciferase reporter, IRE1-XBP1 UPR activation, luminescence; percent of tunicamycin response, DMSO as zero; activation, % at 20 µM; 0.33% of 330,000 active;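 active means versus positive control, 20 µM dose yields 30% or more activation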;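 further: 100% = tunicamycin at 10 µg/mL and 0% = DMSO only wells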
#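 Signal: luciferase luminescence; Assay system: CHO-XBP1 luciferase reporter cells; Amount: one thousand reporter cells per well; Dosing: 20 µM single concentration, DMSO 1%; Benchmarks: high control tunicamycin 10 µg/mL final, low control DMSO vehicle only; Schedule: 6 h compound exposure at 37 °C, 5% CO2; Evaluation: percent activation relative to tunicamycin reference.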
# tim23-1 inh: inhibits growth of tim23-1 mutant yeast; S. cerevisiae tim23-1 growth, BacTiter-Glo luminescence, 24 h; inhibition, % at 20 µM; 1.3% of 330,000 active;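 active means growth inhibition of the mutant yeast at or above 50%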;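 further: temperature-sensitive mutant grown at 25 °C; plate controls were DMSO-treated mutant yeast for no effect and medium wells lacking yeast for full effect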
# EBI2 antag: EBI2 (human) antagonism; inhibition, % at 5 µM; EBI2 beta-arrestin recruitment, luminescence, 7a,25-OHC stimulated; 0.81% of 360,000 active; AID 651636; in the data active means inhibition above about 38%;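 further: enzyme fragment complementation signal reports receptor beta-arrestin coupling in cells; 0% = agonist plus DMSO wells and 100% = wells without agonist; some results beyond the cut were filed as inactive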
# Target sequence (P32249 whole entry, looked up, the tested form may be a part): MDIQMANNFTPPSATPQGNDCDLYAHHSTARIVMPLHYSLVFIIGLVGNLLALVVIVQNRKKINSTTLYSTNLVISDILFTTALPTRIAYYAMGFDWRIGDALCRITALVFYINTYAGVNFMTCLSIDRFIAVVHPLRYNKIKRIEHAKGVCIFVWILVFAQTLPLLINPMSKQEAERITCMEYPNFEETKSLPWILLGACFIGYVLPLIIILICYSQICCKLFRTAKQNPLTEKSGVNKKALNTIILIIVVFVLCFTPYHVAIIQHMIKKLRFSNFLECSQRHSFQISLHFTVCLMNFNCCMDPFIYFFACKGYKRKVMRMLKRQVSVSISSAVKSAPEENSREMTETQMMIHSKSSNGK
# APJ agonist: agonists of human APJ apelin receptor. P35414. CHO-K1 APJ PathHunter beta-arrestin, luminescence; 0% DMSO wells, 100% apelin. activation, % at 20 µM. 0.11% of 330,000 active. AID 2520;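 active means activation more than six SD over the plate average, tested at 20 µM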;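 further: 0% = DMSO alone and 100% = apelin-13 at 10 nM; some results filed as inactive read as strong as hits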
#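 Test system: CHO-K1 APJ beta-arrestin complementation cell line. Amount: cell density 1000 per well. Controls: DMSO negative, 10 nM Apelin-13 positive. Signal: luminescent beta-gal fragment complementation, chemiluminescent substrate. Read-out basis: agonist-driven arrestin binding to APJ. Timing: compound stimulation 90 min at 25 °C, detection 60 min.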
# CXCR6 block: blocks human CXCR6 beta-arrestin recruitment. AID 602244. CHO-K1 PathHunter CXCR6 beta-arrestin, luminescence. 0.36% of 360,000 active. inhibition, % at 20 µM; in the data active means inhibition above about 34%, passing the limit was not always enough;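 further: antagonist mode with CXCL16 agonist at 10 nM final; 0% = 10 nM CXCL16 with DMSO and 100% = unstimulated wells without agonist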
# Target sequence (O00574 whole entry, looked up): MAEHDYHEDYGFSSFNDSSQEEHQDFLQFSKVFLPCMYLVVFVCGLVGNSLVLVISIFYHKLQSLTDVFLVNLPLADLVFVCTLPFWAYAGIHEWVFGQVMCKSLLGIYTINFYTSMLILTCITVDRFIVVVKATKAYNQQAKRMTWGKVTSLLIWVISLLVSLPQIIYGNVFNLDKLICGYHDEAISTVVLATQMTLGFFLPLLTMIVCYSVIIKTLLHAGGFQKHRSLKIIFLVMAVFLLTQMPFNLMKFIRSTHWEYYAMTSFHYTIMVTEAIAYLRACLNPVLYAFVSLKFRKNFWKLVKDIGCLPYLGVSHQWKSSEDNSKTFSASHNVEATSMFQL
# * hit, by the source's call.
1	Cc1ccc(CCNC(=O)C2CCC(=O)N2Cc2cccnc2)cc1 (stereo not given)
2	COC(=O)/C=C/C(=O)Nc1ccc(O)c(Cl)c1
3	COc1ccc(NCc2nnc(SCC(=O)c3ccc(OC)cc3)o2)cc1
4	Cc1nc2cc(N3CCOCC3)c(NC(=O)C3CC3)cc2c(=O)n1Cc1ccccc1
5	CC(C)CN(C(=O)c1ccc(Br)o1)C1CCS(=O)(=O)C1 (stereo not given)
6	COc1ccc(-n2cnc3cc(C(=O)NC4CCCC4)ccc32)cc1
7	C=CCOC(=O)/C(=C\c1ccccc1)NC(=O)c1ccc(C)cc1
8	Cc1cc(NC(=O)c2ccc3c(c2)C(=O)N(Cc2ccccc2)C3=O)no1
9	O=C(Nc1ccc(Cl)cn1)c1ccc2nccnc2c1
10	CCN1CCCC(OC(=O)c2cc(-c3ccccc3Cl)nc3ccccc23)C1 (stereo not given)

Screen / compound no.,1,2,3,4,5,6,7,8,9,10
APJ antagonist,8,1,10,3,13,-10,5,4,-11,14
CCR6 antag,6,9,2,-2,5,1,16,3,12,15
UPR CHOP act,1.3,0.8,-1.4,0.5,0.8,1.1,3.4,0.0,3.2,-1.3
Mdm2-MdmX inh,23,31,24,0,13,-3,36,39,-17,-4
UPR XBP1 act,-1,-1,-3,1,-5,0,-2,-1,-2,0
tim23-1 inh,3,4,35,7,-1,18,21,-10,17,12
EBI2 antag,-11,-11,23,0,-5,0,-2,47*,6,-17
APJ agonist,-2,2,-2,-1,-2,0,-2,-1,-4,-4
CXCR6 block,8,-7,-8,1,2,-4,3,-3,2,10

11	O=C(Cn1ccc(=O)[nH]c1=O)Nc1ccc(C(=O)O)c(O)c1
12	Cc1cc(=O)oc2c(C)c(OC(C)C(=O)Nc3ccc(N4CCC(C)CC4)cc3)ccc12 (stereo not given)
13	CCOc1ccc(NC2=NC(C)(C)N=C(N)N2)cc1
14	Cc1ccc(NC(=O)/C(=C/c2ccncc2)NC(=O)c2ccccc2)cc1
15	CC1CCCN(C(=O)CSc2cnc3ccccc3n2)C1 (stereo not given)
16	Cc1ccc(N2C(=O)CC(C)CC2=O)cc1
17	O=c1[nH]c(SCC2CCCCO2)nc2ccccc12 (stereo not given)
18	CC(=O)Nc1ccc(NC(=O)C(C)OC(=O)C2CC3C=CC2C3)cc1 (stereo not given)
19	COc1cccc2cc(C(=O)C3=C(O)C(=O)N(c4cc(C)on4)C3c3cccs3)oc12 (stereo not given)
20	Cc1ccc(Cn2ccc(C3CC3)n2)cc1

Screen / compound no.,11,12,13,14,15,16,17,18,19,20
APJ antagonist,-22,1,-13,3,4,-3,5,-4,6,6
CCR6 antag,-2,13,-9,1,7,-1,-9,-6,11,8
UPR CHOP act,-0.7,-1.2,-3.7,2.5,2.9,-2.2,3.2,-1.5,1.8,2.8
Mdm2-MdmX inh,-2,8,-7,23,-47,-12,-11,6,40,-21
UPR XBP1 act,-1,-2,-1,-1,2,-2,2,0,2,-1
tim23-1 inh,-8,0,3,2,3,4,10,11,22,13
EBI2 antag,-3,8,-4,-3,16,3,-1,-13,10,-8
APJ agonist,-2,0,-3,4,-4,-1,-5,2,-6,3
CXCR6 block,-7,10,-6,8,4,-9,9,-5,8,-7

# An excerpt from above, reduced to UPR CHOP act and EBI2 antag.
nr	SMILES	UPR CHOP act	EBI2 antag
14	Cc1ccc(NC(=O)/C(=C/c2ccncc2)NC(=O)c2ccccc2)cc1	2.5	-3
18	CC(=O)Nc1ccc(NC(=O)C(C)OC(=O)C2CC3C=CC2C3)cc1 (stereo not given)	-1.5	-13

# Remaining list, next part
21	COC1=C(Nc2ccc(OC)cc2)C(=O)c2ccccc2C1=O
22	O=C1Nc2ccccc2N(O)N1c1ccc(S(=O)(=O)Nc2ccccn2)cc1
23	C/C=C1\COC(C(=O)NCc2cccc(OC)c2OC)(C(F)(F)F)C=C1C=C1CCCCC1 (stereo not given)
24	Cc1c(NC(=O)CCSc2ccc(Cl)cc2)c(=O)n(-c2ccccc2)n1C
25	COc1ccc(Cn2c(C3CC3)nc3ccc(NC(=O)c4cccnc4)cc3c2=O)cc1
26	CCN(CC(=O)Nc1ccc(Cl)c(S(=O)(=O)N(C)C)c1)Cc1nc2ccccc2c(=O)[nH]1
27	CCOC(=O)Cn1nnc(-c2ccc(SC)cc2)n1
28	O=C(N/N=C1\CCS(=O)(=O)c2ccc(F)cc21)c1ccc(O)cc1
29	CCC1(c2ccccc2)NC(=O)N(CC(=O)NCc2ccccc2OC)C1=O (stereo not given)
30	CS(=O)(=O)N(CC(=O)Nc1ccc2c(c1)OCO2)Cc1ccc(Cl)cc1

Screen / compound no.,21,22,23,24,25,26,27,28,29,30
APJ antagonist,-25,-2,-5,0,-2,24,-12,-5,10,5
CCR6 antag,13,-4,26,-3,11,2,9,7,16,16
UPR CHOP act,5.3,0.8,-0.4,-2.6,4.9,-1.6,2.0,-0.2,-0.2,-0.2
Mdm2-MdmX inh,-15,-1,44,-19,30,-11,6,18,5,-11
UPR XBP1 act,3,-5,-3,-2,2,-1,2,-1,-1,1
tim23-1 inh,40,1,12,9,27,5,14,0,8,23
EBI2 antag,-13,0,5,-7,53*,-7,-4,-7,-8,12
APJ agonist,3,-3,-3,1,-1,-3,4,-2,-5,-2
CXCR6 block,1,10,10,2,-9,2,-6,3,4,5

31	Cc1ccc(C)c(S(=O)(=O)N2CCN(C(=O)c3ccc4ccccc4n3)CC2)c1
32	COc1ccc(OCCSc2nc3ccccc3n2CCC(=O)O)cc1
33	COc1ccccc1C(C)NC(=O)c1ccccc1SCC(=O)N1CCCC1 (stereo not given)
34	CCC(C)(C)C1CCC2(CC1)NC(=O)N(CC(=O)NCCCc1ccccc1)C2=O (stereo not given)
35	Cc1nc2nc(-c3ccccc3)nn2c(C)c1C
36	O=C(CN1C(=O)C2CCCCC2C1=O)OCC(=O)c1ccc(F)cc1 (stereo not given)
37	COc1cc(CC(=O)N2CCN(S(=O)(=O)c3ccc(C)cc3)CC2)cc(OC)c1OC
38	COc1cccc(/C=N/NC(=O)c2ccc(CN3c4cccc5cccc(c45)S3(=O)=O)cc2)c1
39	O=C(Nc1ccccc1)c1nnsc1S(=O)c1ccc(Cl)cc1 (stereo not given)
40	CC1CCCC(C)N1CCCNC(=O)CCn1c(=O)c2cccn2c2cccnc21 (stereo not given)

Screen / compound no.,31,32,33,34,35,36,37,38,39,40
APJ antagonist,-9,13,15,-1,-26,-6,0,-2,21,11
CCR6 antag,11,2,-6,8,-3,11,6,5,101*,9
UPR CHOP act,-2.0,0.9,-1.4,1.6,2.3,0.2,0.1,1.6,-11,0.3
Mdm2-MdmX inh,11,-7,-11,8,-24,9,13,39,50,-10
UPR XBP1 act,0,-3,-4,-1,-1,2,-3,-2,-9,-2
tim23-1 inh,34,-4,-2,19,2,1,-13,-3,56*,5
EBI2 antag,50*,-1,-15,-1,-8,2,6,8,27,-7
APJ agonist,-4,0,-2,-1,1,-2,-2,3,-4,5
CXCR6 block,2,2,4,-3,3,-6,4,3,89*,-2

# Sorted by the number under APJ antagonist (falling): three from the list above.
cpd	compound	APJ antagonist
38	COc1cccc(/C=N/NC(=O)c2ccc(CN3c4cccc5cccc(c45)S3(=O)=O)cc2)c1	-2
36	O=C(CN1C(=O)C2CCCCC2C1=O)OCC(=O)c1ccc(F)cc1 (stereo not given)	-6
31	Cc1ccc(C)c(S(=O)(=O)N2CCN(C(=O)c3ccc4ccccc4n3)CC2)c1	-9

# (cont.)
41	Cc1ccc([N+](=O)[O-])cc1NC(=O)CNC1CCCCC1
42	COc1ccc(CN(C)C(=O)CCN=C2NS(=O)(=O)c3ccccc32)c(OC)c1
43	CCCCCN(C(=O)CCC(=O)OCc1ccc(C(C)C)cc1)c1c(N)n(CCCC)c(=O)[nH]c1=O
44	CC(C)NC(=O)CC(=O)N/N=C/c1ccccc1F
45	O=C(CN1C(=O)CCSc2ccccc21)Nc1cccc(F)c1
46	COc1ccc(C(=O)Nc2ccc(C(=O)NCCc3ccc(OC)c(OC)c3)cc2)cc1
47	Cn1c(=O)c2sccc2n2c(CCCC(=O)Nc3ccccc3)nnc12
48	O=C(CCC(=O)Nc1cccc([N+](=O)[O-])c1)N/N=C/c1cccs1
49	CCN(CC)CCN1C(=O)C(O)=C(C(=O)c2cc3ccccc3o2)C1c1cccnc1 (stereo not given)
50	C=CCn1c(=O)c2ccc(C(=O)NCc3ccccc3)cc2n(Cc2ccccc2Cl)c1=O

Screen / compound no.,41,42,43,44,45,46,47,48,49,50
APJ antagonist,-18,-7,-1,24,-25,4,4,2,11,9
CCR6 antag,5,7,-4,4,-2,8,13,14,6,4
UPR CHOP act,1.5,-0.8,0.7,-0.3,1.2,-2.6,1.3,0.0,1.9,1.9
Mdm2-MdmX inh,6,-10,24,-22,-34,9,8,12,-5,16
UPR XBP1 act,-2,3,0,-4,1,-2,4,-2,1,-1
tim23-1 inh,4,-3,-6,-2,28,-13,-9,10,11,-15
EBI2 antag,7,-5,10,2,-13,8,-1,-5,3,-3
APJ agonist,-1,-2,-3,-3,-4,-3,-6,-5,-5,-1
CXCR6 block,-13,-4,12,-8,3,-4,-6,-2,8,-4

# Complete entries, looked up by structure. Values in the order: APJ antagonist | CCR6 antag | UPR CHOP act | Mdm2-MdmX inh | UPR XBP1 act | tim23-1 inh | EBI2 antag | APJ agonist | CXCR6 block
# Entry for CCN(CC)CCN1C(=O)C(O)=C(C(=O)c2cc3ccccc3o2)C1c1cccnc1 (stereo not given) → 11 | 6 | 1.9 | -5 | 1 | 11 | 3 | -5 | 8
# Entry for CCCCCN(C(=O)CCC(=O)OCc1ccc(C(C)C)cc1)c1c(N)n(CCCC)c(=O)[nH]c1=O → -1 | -4 | 0.7 | 24 | 0 | -6 | 10 | -3 | 12
# Entry for O=C(CN1C(=O)CCSc2ccccc21)Nc1cccc(F)c1 → -25 | -2 | 1.2 | -34 | 1 | 28 | -13 | -4 | 3

# Going on with the list:
51	CC1CCCCC1NC(=O)c1cc2ccccc2o1 (stereo not given)
52	Cc1ccc2nc(NC(=O)CN3CCN(c4ccccn4)CC3)sc2c1
53	Cc1cccc(N2CCN(C(=O)COc3ccc4c(c3)CCC4)CC2)c1C
54	CCOC(=O)c1cnn2c(C(F)(F)F)cc(-c3cn(C)nc3C)nc12
55	O=C1N/C(=C/c2cccs2)C(=O)N1Cc1ccc(Br)cc1
56	CC1CCCC(NC(=O)c2ccc3c(c2)OCO3)C1C (stereo not given)

Screen / compound no.,51,52,53,54,55,56
APJ antagonist,2,11,-3,0,17,14
CCR6 antag,11,14,18,9,-4,2
UPR CHOP act,1.0,1.5,0.6,-1.3,-0.2,4.6
Mdm2-MdmX inh,-1,25,11,-1,54*,-32
UPR XBP1 act,2,-2,-3,12,1,4
tim23-1 inh,25,12,24,5,-26,23
EBI2 antag,2,-4,38,19,10,3
APJ agonist,-1,-5,-2,-4,-3,6
CXCR6 block,10,1,8,3,3,-3

# Bioassay records (PubChem)

# Some of the compounds tested; rates above refer to the full screens.
